Tcruzi prolif – blocks T. cruzi growth in NIH3T3 culture; T. cruzi beta-gal in NIH3T3, GalScreen luminescence, 90 h; inhibition, % at 8.34 µM; 5.9% of 77,000 active;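 active = mean inhibition above about 93%, with at least 55% of replicates each passing it, limit read from the data, passing the limit was not always enough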
GASC1 inh – inhibitors of human demethylase GASC-1 KDM4C; Q9H3R0; GST-KDM4C 2-372, H3K9me3 peptide, LANCE TR-FRET; inhibition, % at 12.5 µM; 0.15% of 96,000 active; AID 720574;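 active = mean replicate inhibition above about 25%, with at least 55% of replicates also reaching it, limit read from the data, passing the limit was not always enough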
Target sequence (Q9H3R0 2-372 limits assumed): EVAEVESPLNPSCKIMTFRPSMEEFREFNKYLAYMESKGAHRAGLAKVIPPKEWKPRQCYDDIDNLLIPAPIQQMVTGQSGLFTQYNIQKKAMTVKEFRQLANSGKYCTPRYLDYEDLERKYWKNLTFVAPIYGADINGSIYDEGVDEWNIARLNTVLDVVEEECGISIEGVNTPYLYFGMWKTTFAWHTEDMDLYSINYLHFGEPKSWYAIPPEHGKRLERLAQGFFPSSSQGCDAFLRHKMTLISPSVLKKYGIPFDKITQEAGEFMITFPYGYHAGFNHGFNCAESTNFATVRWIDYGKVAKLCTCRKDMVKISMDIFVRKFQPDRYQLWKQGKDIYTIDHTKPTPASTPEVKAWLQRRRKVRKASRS
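Material: GST-tagged GASC-1 (JMJD2C) catalytic fragment, aa 2-372 / Quantity: enzyme final amount 10 nM / Medium: HEPES buffer, pH 7.5, plus ascorbate / Doses: one test concentration per compound / Incubation: 30 min reaction, 60 min detection, RT / Measured by: LANCE TR-FRET / Read-out: inhibition from TR-FRET ratio decrease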
C diff growth – blocks growth of Clostridium difficile. Clostridium difficile clinical isolate growth, OD600, 24 h; hits give low values. growth activity, negative = inhibition, % at 16 µg/mL (by protocol). 0.25% of 86,000 active;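 active = mean growth activity at or below -80% and every replicate also at or below -80%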;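 also: 0% = DMSO wells and -100% = levofloxacin 16 µg/mL wells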
Pf Dd2 growth – inhibitors of Plasmodium falciparum Dd2 growth. P. falciparum Dd2 growth, SYBR Green, 72 h; hits give low values. activity change, % at 10 µM. 2.3% of 94,000 active. AID 1159554; in the data active = activity change below about -80%
* hit, by the source's call.

For C[C@@H]1CN([C@@H](C)CO)C(=O)Cc2cc(NS(=O)(=O)c3ccc(Cl)cc3)ccc2O[C@@H]1CN(C)CC1CCCCC1 the results were Tcruzi prolif 10, GASC1 inh -0.4, C diff growth -13 and Pf Dd2 growth 10.
O=C(C[C@@H]1CC[C@@H](NS(=O)(=O)c2ccccc2F)[C@@H](CO)O1)NCCCN1CCOCC1 was read as Tcruzi prolif 17, GASC1 inh -0.2 and Pf Dd2 growth 9.
For CCC(=O)Nc1ccc2c(c1)C(=O)N(C)C[C@H](OC)[C@H](C)CN[C@H](C)CO2 the results were Tcruzi prolif 15, GASC1 inh -0.1, C diff growth -16 and Pf Dd2 growth 11.
Screening CN(C)CC(=O)N1CC2(C1)[C@H](c1ccccc1)[C@@H](CO)N2S(C)(=O)=O returned GASC1 inh -1.2, C diff growth 14 and Pf Dd2 growth -34.
Screening C[C@@H]1CN([C@H](C)CO)C(=O)c2cc(NS(C)(=O)=O)ccc2O[C@@H](C)CCCCO[C@@H]1CN(C)S(=O)(=O)c1cn(C)cn1 returned Tcruzi prolif -65, GASC1 inh -0.1, C diff growth 3 and Pf Dd2 growth 21.
For O=C(N[C@H]1CC[C@H](CCNS(=O)(=O)c2ccc(F)cc2)O[C@H]1CO)C1CCOCC1 the results were Tcruzi prolif 40, GASC1 inh -0.4 and Pf Dd2 growth 2.
Screening CO[C@H]1CN(C)C(=O)c2cc(NC(=O)C3CCC3)ccc2OC[C@H](C)NC[C@H]1C returned Tcruzi prolif 27 and GASC1 inh -1.3.
For C[C@H](CO)N1C[C@H](C)[C@H](CN(C)Cc2ccc(Oc3ccccc3)cc2)Oc2ncc(-c3cccnc3)cc2C1=O the results were Tcruzi prolif 49, GASC1 inh 0.9, C diff growth 1 and Pf Dd2 growth -13.
Screening C[C@H](CO)N1C[C@H](C)[C@@H](CN(C)S(C)(=O)=O)Oc2ccc(NS(=O)(=O)c3cccs3)cc2C1=O returned Tcruzi prolif -38, GASC1 inh 0.0 and Pf Dd2 growth 9.
Screening C[C@H](CO)N1C[C@H](C)[C@H](CN(C)Cc2ccncc2)Oc2ccc(NC(=O)NC3CCCCC3)cc2C1=O returned Tcruzi prolif -5, GASC1 inh 9.9, C diff growth -1 and Pf Dd2 growth 6.
O=C(c1ccc2c(c1)OCO2)N1C[C@H]2[C@@H](c3ccccc31)[C@@H](CO)N2CC1CCCC1 was read as Tcruzi prolif 22, GASC1 inh -3.1, C diff growth 4 and Pf Dd2 growth -18.
`C[C@H](CO)N1C[C@H](C)[C@H](CN(C)Cc2ccccc2)Oc2cc(-c3ccncc3)ccc2S1(=O)=O` gave Tcruzi prolif 85, GASC1 inh -2.1, C diff growth 1 and Pf Dd2 growth -49.
Screening CN1C(=O)c2cc(NC(=O)c3ccc(C(F)(F)F)cc3)ccc2OC[C@@H]2O[C@@H](CC(=O)NCc3ccc4c(c3)OCO4)CC[C@H]21 returned Tcruzi prolif 50, GASC1 inh -2.1, C diff growth 3 and Pf Dd2 growth -2.
`C[C@@H]1CN([C@@H](C)CO)C(=O)Cc2cc(NC(=O)c3ccncc3)ccc2O[C@@H]1CN(C)Cc1ccncc1` gave Tcruzi prolif -3, GASC1 inh -0.3, C diff growth -1 and Pf Dd2 growth 15.
For C[C@@H]1CN([C@H](C)CO)C(=O)Cc2cc(NS(C)(=O)=O)ccc2O[C@H]1CN(C)Cc1ccccc1 the results were Tcruzi prolif 24, GASC1 inh 1.0, C diff growth -1 and Pf Dd2 growth -8.
For O=C1CN(S(=O)(=O)c2ccccc2)C[C@H]2[C@H](c3ccc(C#CCc4ccccc4)cc3)[C@H](CO)N12 the results were GASC1 inh -0.7, C diff growth 0 and Pf Dd2 growth -63.
COc1ccccc1CNC(=O)C[C@@H]1CC[C@@H](NC(=O)CN(C)C)[C@H](CO)O1 was read as Tcruzi prolif 42, GASC1 inh 0.1, C diff growth -1 and Pf Dd2 growth 1.
`COC(=O)C[C@@H]1C[C@@H]2c3cc(NC(=O)C4CCOCC4)ccc3O[C@@H]2[C@H](CO)O1` gave Tcruzi prolif 9, GASC1 inh 1.0, C diff growth -4 and Pf Dd2 growth 19.
Screening N#C[C@H]1[C@@H](c2ccccc2C2=CCCC2)[C@@H](CO)N1C(=O)Cc1ccncc1 returned GASC1 inh -0.8, C diff growth -4 and Pf Dd2 growth -9.
Screening COc1ccc(CN(C)C[C@H]2OCCCC[C@@H](C)Oc3ccc(NC(=O)Nc4ccccc4)cc3C(=O)N([C@@H](C)CO)C[C@H]2C)cc1 returned Tcruzi prolif 106, GASC1 inh -1.2, C diff growth 2 and Pf Dd2 growth -43.
CC(C)CC#Cc1ccc2c(c1)O[C@@H](CN(C)C(=O)Cc1ccccn1)[C@@H](C)CN([C@H](C)CO)S2(=O)=O was read as Tcruzi prolif 45, GASC1 inh -0.2, C diff growth -8 and Pf Dd2 growth -31.
For COc1cccc(CNC(=O)[C@H]2[C@H](CO)[C@H]3Cn4c(ccc(-c5cccnc5)c4=O)[C@@H]2N3C(C)=O)c1 the results were Tcruzi prolif 10, GASC1 inh -1.0, C diff growth -4 and Pf Dd2 growth 10.
For O=C(C[C@@H]1C=C[C@H](NC(=O)Nc2cc(F)ccc2F)[C@H](CO)O1)Nc1ccccc1 the results were Tcruzi prolif -19, GASC1 inh -0.6 and Pf Dd2 growth 14.
C[C@@H]1CN([C@@H](C)CO)C(=O)c2cc(NC(=O)NC3CCCCC3)ccc2O[C@@H](C)CCCCO[C@H]1CN(C)C(=O)Cc1ccccc1 was read as Tcruzi prolif 2, GASC1 inh -0.7, C diff growth -3 and Pf Dd2 growth -11.

Compounds above that contain a halogen:
For C[C@@H]1CN([C@@H](C)CO)C(=O)Cc2cc(NS(=O)(=O)c3ccc(Cl)cc3)ccc2O[C@@H]1CN(C)CC1CCCCC1 the results were Tcruzi prolif 10, GASC1 inh -0.4, C diff growth -13 and Pf Dd2 growth 10.
O=C(C[C@@H]1CC[C@@H](NS(=O)(=O)c2ccccc2F)[C@@H](CO)O1)NCCCN1CCOCC1 was read as Tcruzi prolif 17, GASC1 inh -0.2 and Pf Dd2 growth 9.
For O=C(N[C@H]1CC[C@H](CCNS(=O)(=O)c2ccc(F)cc2)O[C@H]1CO)C1CCOCC1 the results were Tcruzi prolif 40, GASC1 inh -0.4 and Pf Dd2 growth 2.
Screening CN1C(=O)c2cc(NC(=O)c3ccc(C(F)(F)F)cc3)ccc2OC[C@@H]2O[C@@H](CC(=O)NCc3ccc4c(c3)OCO4)CC[C@H]21 returned Tcruzi prolif 50, GASC1 inh -2.1, C diff growth 3 and Pf Dd2 growth -2.
For O=C(C[C@@H]1C=C[C@H](NC(=O)Nc2cc(F)ccc2F)[C@H](CO)O1)Nc1ccccc1 the results were Tcruzi prolif -19, GASC1 inh -0.6 and Pf Dd2 growth 14.

(list continues)
For COCC#Cc1ccc([C@H]2[C@H](CO)N3CCCCN(S(=O)(=O)c4ccccc4F)C[C@@H]23)cc1 the results were Tcruzi prolif 75, GASC1 inh 2.3, C diff growth -5 and Pf Dd2 growth -15.
For Cc1cc(C(=O)Nc2cccc3c2O[C@@H](CN(C)C(=O)NC2CCCCC2)[C@@H](C)CN([C@@H](C)CO)C3=O)n(C)n1 the results were Tcruzi prolif -7, GASC1 inh 1.6, C diff growth 7 and Pf Dd2 growth 1.
For C[C@@H]1CCCCO[C@H](CN(C)Cc2ccncc2)[C@H](C)CN([C@@H](C)CO)C(=O)c2cc(NC(=O)Nc3ccc4c(c3)OCO4)ccc2O1 the results were Tcruzi prolif -70, GASC1 inh 3.0, C diff growth -4 and Pf Dd2 growth -56.
Screening COc1ccccc1S(=O)(=O)N[C@H]1C=C[C@@H](CC(=O)NCc2cccc(F)c2)O[C@H]1CO returned Tcruzi prolif -1, GASC1 inh 0.3, C diff growth 3 and Pf Dd2 growth 5.
Screening C[C@@H]1CN([C@H](C)CO)S(=O)(=O)c2ccc(C#CC3CC3)cc2O[C@H]1CN(C)Cc1ccccc1 returned Tcruzi prolif 127*, GASC1 inh 2.0, C diff growth 6 and Pf Dd2 growth -52.
`C[C@H](CO)N1C[C@H](C)[C@@H](CN(C)C(=O)NC2CCCCC2)OCCCC[C@H](C)Oc2ccc(NC(=O)Cc3ccccc3)cc2C1=O` gave Tcruzi prolif 72, GASC1 inh -0.9, C diff growth -3 and Pf Dd2 growth -43.
`O=C(C[C@@H]1C[C@@H]2c3cc(NC(=O)Cc4ccncc4)ccc3O[C@@H]2[C@@H](CO)O1)NCc1cccc(F)c1` gave Tcruzi prolif -30, GASC1 inh -5.0, C diff growth -5 and Pf Dd2 growth -6.
COc1ccc(S(=O)(=O)Nc2ccc3c(c2)C(=O)N([C@H](C)CO)C[C@H](C)[C@H](CN(C)S(C)(=O)=O)O3)cc1 was read as Tcruzi prolif 0, GASC1 inh 0.4, C diff growth -1 and Pf Dd2 growth 2.
C[C@@H]1CCCCO[C@@H](CN(C)Cc2ccc(C(=O)O)cc2)[C@H](C)CN([C@@H](C)CO)C(=O)c2cc(NC(=O)Nc3ccc4c(c3)OCO4)ccc2O1 was read as Tcruzi prolif -13, GASC1 inh 2.9, C diff growth -1 and Pf Dd2 growth 21.
C[C@@H]1CCCCO[C@@H](CN(C)C(=O)Nc2ccc(C(F)(F)F)cc2)[C@H](C)CN([C@@H](C)CO)C(=O)c2cc(NC(=O)C3CCCCC3)ccc2O1 was read as Tcruzi prolif 94, GASC1 inh -0.3, C diff growth 5 and Pf Dd2 growth -50.
`COCC(=O)N1CCCCN2[C@H](C1)[C@H](c1ccc(C#Cc3cccnc3)cc1)[C@@H]2CO` gave Tcruzi prolif 80, GASC1 inh 9.0, C diff growth 0 and Pf Dd2 growth -11.
`COCC(=O)Nc1ccc2c(c1)C(=O)N(C)C[C@H](OC)[C@@H](C)CN(Cc1cccnc1)[C@@H](C)CO2` gave Tcruzi prolif -18, GASC1 inh -1.3 and Pf Dd2 growth 10.
Screening COc1ccc(NC(=O)N(C)C[C@@H]2Oc3ccc(NC(=O)CCC(F)(F)F)cc3C(=O)N([C@H](C)CO)C[C@H]2C)cc1 returned Tcruzi prolif 101*, GASC1 inh 0.4, C diff growth -1 and Pf Dd2 growth 8.
For Cc1noc(C)c1NC(=O)N(C)C[C@H]1Oc2c(NC(=O)Nc3ccccc3)cccc2C(=O)N([C@@H](C)CO)C[C@H]1C the results were Tcruzi prolif 28, GASC1 inh 0.1, C diff growth -3 and Pf Dd2 growth -29.
Screening COc1ccc(S(=O)(=O)N[C@@H]2C=C[C@@H](CC(=O)NCc3ccccc3F)O[C@@H]2CO)cc1 returned Tcruzi prolif -19, GASC1 inh 2.2, C diff growth 2 and Pf Dd2 growth 7.
For C[C@H]1CCCCO[C@H](CN(C)S(=O)(=O)c2cccs2)[C@@H](C)CN([C@@H](C)CO)C(=O)c2cc(NC(=O)c3ccccc3)ccc2O1 the results were Tcruzi prolif 76, GASC1 inh -1.1, C diff growth -9 and Pf Dd2 growth -78.
Screening O=C(NC[C@@H]1[C@@H](c2ccccc2)[C@@H](CO)N1Cc1cccnc1)C1CCCC1 returned GASC1 inh 3.2, C diff growth 4 and Pf Dd2 growth 23.
`C[C@@H]1CN([C@H](C)CO)C(=O)Cc2cc(NS(=O)(=O)c3ccc(F)cc3)ccc2O[C@H]1CN(C)CC1CC1` gave GASC1 inh -1.3, C diff growth -1 and Pf Dd2 growth 11.
CNC[C@H]1Oc2ccc(N(C)C)cc2CC(=O)N([C@H](C)CO)C[C@H]1C was read as Tcruzi prolif 11, GASC1 inh 18, C diff growth -3 and Pf Dd2 growth 21.
`C[C@@H]1CCCCO[C@@H](CN(C)Cc2ccc(Cl)c(Cl)c2)[C@@H](C)CN([C@@H](C)CO)C(=O)c2cc(NC(=O)Nc3ccc(C(F)(F)F)cc3)ccc2O1` gave Tcruzi prolif 61, GASC1 inh -0.7, C diff growth 33 and Pf Dd2 growth 23.
`CN(C)C(=O)c1ccc(-c2ccc3c(c2)[C@@H]2[C@@H](CCN2C(=O)c2ccccc2)[C@H](CO)N3)cc1` gave Tcruzi prolif 15, GASC1 inh 0.1, C diff growth 7 and Pf Dd2 growth -23.
`CNC[C@@H]1Oc2ccc(NC(=O)Cc3cn(C)c4ccccc34)cc2CC(=O)N([C@H](C)CO)C[C@@H]1C` gave Tcruzi prolif 11, GASC1 inh -0.7, C diff growth 2 and Pf Dd2 growth -3.
For C[C@H](CO)N1C[C@H](C)[C@@H](CN(C)C(=O)c2ccccc2)OCCCC[C@H](C)Oc2ccc(NS(=O)(=O)c3cccs3)cc2C1=O the results were Tcruzi prolif 58, GASC1 inh 0.1, C diff growth 8 and Pf Dd2 growth 5.
O=C(C[C@@H]1C[C@@H]2c3cc(NC(=O)C4CCOCC4)ccc3O[C@@H]2[C@@H](CO)O1)NC1CCCCC1 was read as Tcruzi prolif 0, GASC1 inh -5.5, C diff growth 3 and Pf Dd2 growth 22.
`CCC(=O)N(C)C[C@H]1Oc2cc(-c3ccncc3)ccc2S(=O)(=O)N([C@@H](C)CO)C[C@@H]1C` gave Tcruzi prolif 80, GASC1 inh 7.5, C diff growth -3 and Pf Dd2 growth -4.

Screening results (PubChem)
